SMARCA2 activ: SMARCA2 (BRM) function activators, primary screen, cell-based, luminescence, high throughput; MG213 cells, MMTV-luciferase reporter, dexamethasone, overnight; activation, % at 9.1 µM; 1% of 370,000 active; in the data active = activation above about 7.8%;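 note: 0% = vehicle wells and 100% = reference activator wells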
GC-A act: GC-A stimulated cGMP production enhancers – HEK293 GC-A cells, cGMP TR-FRET, EC30 ANP, primary screen; Atrial natriuretic peptide receptor 1 (Homo sapiens), P16066; 0% at EC30 ANP, 100% saturating ANP; activation, % at 10 µM; 0.14% of 370,000 active; in the data active = activation above about 40%
KLK7 zymogen act: proKLK7 zymogen activators, primary screen, biochemical, fluorescence intensity | Kallikrein-7 (Homo sapiens), P49862 | purified proKLK7, EDANS-DABCYL substrate fluorescence; 100% is mature enzyme control, 0% vehicle | activation, % at 7 µM | 0.9% of 370,000 active | AID 652039, 2013;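 active = activation above the mean of all tested compounds plus 3 SD, computed per campaign excluding outliers beyond control limits, cut at about 13% in these data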
sPLA2-III inh: human group III sPLA2 inhibitors, primary screen, biochemical, QFRET, BODIPY PC-A2 liposome substrate; Group 3 secretory phospholipase A2 (Homo sapiens), Q9NZ20; QFRET BODIPY PC-A2 liposome hydrolysis, fluorescence; inhibition, % at 12.2 µM; 0.56% of 370,000 active; AID 743126, 2013;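 active = inhibition above mean plus 3 SD of compounds lying within the high and low control bounds, cut at about 19% in these data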;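 note: 0% = median of test compound wells and 100% = no enzyme DMSO wells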
GAA850 FXN act: FXN promoter activators, primary screen, cell-based, luciferase luminescence, HEK293 lucGAA850; HEK293 lucGAA850 FXN promoter luciferase reporter, 24 h; percent of 10 µM SAHA response; activation, % at 6 µM; 0.56% of 360,000 active; AID 540364, 2011;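 active = activation above the average of all compounds screened plus 3 SD, cutoff fixed separately per campaign, cut at about 7.5% in these data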;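 note: 0% = DMSO wells and 100% = 10 µM SAHA wells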
hgDAF12 agonist: H. glycines DAF-12 receptor agonists, primary screen, cell-based, luminescence, HEK293, GAL4 fusion, UAS-luciferase; AID 687014, 2013; activation, % at 6.8 µM; HEK293 GAL4-hgDAF12 UAS-luciferase reporter, agonist luminescence; normalized to butyrate control; 1.8% of 370,000 active;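 active = activation above a cutoff set at the mean of all screened compounds plus 3 SD, cut at about 10% in these data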;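 note: 0% = DMSO wells and 100% = sodium butyrate wells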
ssDAF12 agonist: S. stercoralis DAF-12 nuclear receptor activators, primary screen, cell-based, luminescence, HEK293, GRIP1 co-expression, lit1-tk-luc | HEK293 ssDAF-12/GRIP1 lit1-tk-luc reporter; % of 3 µM dafachronic acid response | activation, % at 6.8 µM | 1% of 370,000 active | AID 652126, 2013;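 active = activation above the mean over all tested compounds plus 3 SD, cut at about 0.9% in these data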;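 note: 0% = DMSO-only wells and 100% = 3 µM delta7-dafachronic acid wells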
DAX1 inh-1: DAX1 (NR0B1) inhibitors, primary screen, cell-based, HEK293, Gal4-DAX1, luciferase luminescence. Nuclear receptor subfamily 0 group B member 1 (Homo sapiens), P51843. HEK293 Gal4-DAX1 luciferase reporter. inhibition, % at 6.75 µM. 0.99% of 340,000 active. AID 504766, 2011;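 active = inhibition above the mean over all tested compounds plus 3 SD, cut at about 4.2% in these data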;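 note: 0% = DAX1-transfected cells with DMSO and 100% = empty-vector control cells with DMSO; inhibition shows as a rise in luminescence from relieved DAX1 repression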
DAX1 inh-2: DAX1 (NR0B1) inhibitors on StAR promoter, primary screen, cell-based, luminescence, SF-1 (NR5A1), full-length DAX-1. 1.1% of 370,000 active. HEK293T StAR-luciferase reporter, SF-1/DAX-1 repression relief. AID 652010, 2013. inhibition, % at 6.8 µM;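 active = inhibition above the mean over all tested compounds plus 3 SD, cut at about 3.6% in these data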;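 note: 0% = DAX-1 cells with DMSO and 100% = cells lacking DAX-1 with DMSO; higher inhibition means more luminescence from relief of DAX-1 repression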
hcDAF-12 act: H. contortus DAF-12 nuclear receptor activators, primary screen, cell-based, luminescence, HEK293, lit1-tk-luc reporter; AID 652067, 2013; 1.4% of 370,000 active; activation, % at 6.8 µM; HEK293 hcDAF-12 lit1-tk-luc reporter; 0% DMSO, 100% Δ7-dafachronic acid;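 active = activation above the mean of all tested compounds plus 3 SD, cut at about 5.5% in these data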;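 note: 100% = response to 3 µM Δ7-dafachronic acid high control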
NPR2 activator: human GC-B receptor activators, primary screen, HEK293 GC-B cells, cGMP TR-FRET, EC30 CNP. AID 1920062, 2024. 0% at EC30 CNP, 100% saturating CNP. Atrial natriuretic peptide receptor 2 (Homo sapiens), P20594. activation, % at 10 µM. 0.11% of 370,000 active;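 active = activation at 10 µM reaching about 35% in either raw or pattern-adjusted values, limit read from the data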
Target sequence (P20594 whole entry, looked up): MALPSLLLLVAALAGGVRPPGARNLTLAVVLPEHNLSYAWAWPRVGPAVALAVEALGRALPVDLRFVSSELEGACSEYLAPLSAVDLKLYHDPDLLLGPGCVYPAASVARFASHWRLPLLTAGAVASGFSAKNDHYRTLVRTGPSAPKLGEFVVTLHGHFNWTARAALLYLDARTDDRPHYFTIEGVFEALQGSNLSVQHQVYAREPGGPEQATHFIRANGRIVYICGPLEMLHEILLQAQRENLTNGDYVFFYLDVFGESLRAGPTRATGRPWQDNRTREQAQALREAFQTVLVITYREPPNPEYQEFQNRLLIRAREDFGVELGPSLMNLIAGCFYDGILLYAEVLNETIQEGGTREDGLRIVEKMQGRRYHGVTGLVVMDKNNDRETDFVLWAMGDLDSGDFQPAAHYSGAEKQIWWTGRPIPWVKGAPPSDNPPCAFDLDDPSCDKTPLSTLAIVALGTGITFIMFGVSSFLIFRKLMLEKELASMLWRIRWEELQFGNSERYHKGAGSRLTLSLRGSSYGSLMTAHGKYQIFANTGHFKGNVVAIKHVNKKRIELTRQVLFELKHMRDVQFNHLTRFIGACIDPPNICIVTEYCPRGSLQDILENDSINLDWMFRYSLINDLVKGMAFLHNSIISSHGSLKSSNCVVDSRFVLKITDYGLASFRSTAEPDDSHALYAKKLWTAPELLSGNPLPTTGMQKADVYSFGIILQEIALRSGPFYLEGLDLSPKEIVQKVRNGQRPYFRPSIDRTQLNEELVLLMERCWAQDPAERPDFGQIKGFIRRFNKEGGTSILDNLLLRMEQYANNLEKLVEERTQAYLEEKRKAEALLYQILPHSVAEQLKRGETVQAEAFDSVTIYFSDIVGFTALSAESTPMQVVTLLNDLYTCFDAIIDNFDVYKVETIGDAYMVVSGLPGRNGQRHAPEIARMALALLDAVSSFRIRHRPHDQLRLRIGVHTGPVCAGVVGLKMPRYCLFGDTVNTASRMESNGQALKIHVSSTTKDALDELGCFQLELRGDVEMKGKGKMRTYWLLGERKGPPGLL
* = called active by the depositor; . = no result given.

SMILES	SMARCA2 activ	GC-A act	KLK7 zymogen act	sPLA2-III inh	GAA850 FXN act	hgDAF12 agonist	ssDAF12 agonist	DAX1 inh-1	DAX1 inh-2	hcDAF-12 act	NPR2 activator
CCNS(=O)(=O)c1ccc(NC(=O)CC(C)c2ccccc2)cc1 (configuration not stated)	-0.3	3.0	-0.6	-6.3	1.1	-3.0	-1.4	0.3	0.0	-1.9	-0.5
CCc1cccc(CC)c1NC(=O)C1CCN(C(=O)c2ccco2)CC1	-1.6	6.2	0.0	-2.7	0.0	-1.6	-0.8	0.2	-0.3	-2.8	3.5
Cc1nc2ccccc2c2oc(C(=O)NCC3CCCO3)cc12 (configuration not stated)	-3.5	-0.2	-0.4	4.5	-3.8	-1.7	-1.7	-1.6	-1.1	-1.4	-4.8
CCn1cc(C(=O)O)c(=O)c2cc(F)c(N/N=C/c3ccccc3)cc21	0.7	8.7	-0.1	-0.5	0.1	8.8	-1.6	0.5	-0.5	-1.6	-1.1
CC(=O)Nc1ccc(Sc2ccccc2C(=O)Nc2ccc(F)cc2)cn1	-1.9	-6.6	0.8	1.6	-0.1	0.1	-1.3	1.8	-0.4	-2.2	6.8
COc1cc(/C=C/C(=O)N2CCN(Cc3ccccc3)CC2)cc(OC)c1OC	-1.5	2.1	1.3	-5.5	-2.1	-1.1	-1.1	-0.5	-0.5	-2.0	2.0
COc1ccc(/C(C)=N/NC(=O)CNC(=O)/C=C\c2ccccc2)c(OC)c1	-3.1	0.4	0.2	4.3	-0.7	0.8	-0.7	-0.1	-0.2	0.7	-4.3
CCOc1ccc(C2c3c(oc4cc(C)c(C)cc4c3=O)C(=O)N2CCCN2CCOCC2)cc1 (configuration not stated)	-0.5	2.4	0.1	-5.3	0.2	1.6	-1.3	1.1	-0.5	-1.1	4.1
O=C(Nc1ccc(-c2csc(Nc3ccccc3)n2)cc1)c1cccc(C(F)(F)F)c1	-0.6	-5.1	-4.5	13.9	1.2	-1.2	-2.2	-2.9	-1.9	0.5	-1.8
Cn1nc(CC(=O)NC2CCCCCCCCCCC2)c2ccccc2c1=O	-0.6	-4.5	-0.1	-1.9	1.2	-0.3	-0.7	-1.1	0.3	-1.4	5.8
CC(C)(C)n1nnnc1SCC(=O)Nc1nn(-c2ccccc2)nc1C(N)=O	-3.0	-1.8	0.5	-1.9	-0.7	-2.6	-1.0	-0.8	0.0	-2.2	0.7
Cc1cc(C)c(NC(=O)CSc2nc(COc3ccccc3)nc3ccccc23)c(C)c1	3.5	1.9	-0.3	-8.9	1.0	-1.1	-1.1	0.8	-0.1	1.3	1.1
CCCNC(=O)Nc1nc(C(N)c2ccc(OC)cc2)cs1 (configuration not stated)	-3.6	0.4	0.4	2.0	-1.5	-0.2	-1.4	.	0.3	-1.2	-0.1
Nc1cc(Cl)ccc1Oc1ccc2ccccc2c1	-2.0	5.0	0.3	4.0	3.1	22.1*	0.7	0.5	1.9	4.0	-5.4
CN(C)c1ccc(C(C(=O)NCC2CCCO2)N(C(=O)c2snc(C(N)=O)c2N)c2ccc3c(c2)OCO3)cc1 (configuration not stated)	-1.9	1.6	0.0	6.0	-0.8	-1.2	-1.0	-2.4	-0.2	0.4	-5.2
CC1(C)Cc2c(cnn2-c2ccccc2)C(=O)/C1=N\NC(=O)c1ccccc1O	-0.6	-0.5	-0.4	-4.8	0.2	1.2	-0.8	-0.7	0.1	-1.0	-9.0
O=C(CSc1nc(-c2ccccc2)cs1)N1CCN(C(=O)c2ccco2)CC1	5.0	-3.1	0.2	2.5	1.6	0.4	-1.4	-0.7	-0.3	-2.2	-2.1
CCOC(=O)c1cnc2c(-c3ccccc3)cnn2c1C	5.8	4.0	0.2	-5.0	3.4	8.2	-0.6	0.9	2.2	5.0	-3.4
CCc1ccc(N2C(=O)CC(N3CCN(Cc4ccc5c(c4)OCO5)CC3)C2=O)cc1 (configuration not stated)	-5.8	-0.7	-0.2	2.4	0.0	-2.0	-0.5	-1.0	-0.3	-0.2	3.4
CCCCN=C1NN=C(c2ccc(C)c(C)c2)CS1	2.0	-1.0	-0.4	-5.2	1.9	9.7	-0.7	.	1.2	2.9	7.6
CC(=O)c1c(C)nc(Nc2nc(C)c3cc(C)ccc3n2)nc1C	-0.3	-2.8	1.5	2.4	5.2	-1.6	-2.3	-0.9	-0.1	0.1	2.1
CCC(CO)Oc1cc(NC(=O)c2cccc(OC)c2)c2ncn(C(C)C)c2c1 (configuration not stated)	-0.5	0.5	0.3	-4.6	-0.4	-2.7	-1.5	-0.1	-0.7	-1.9	3.9
CCN(CCCNC(=O)C1CCN(C(=O)c2cc3sccc3n2C)CC1)Cc1ccccc1	-3.3	-2.0	0.6	1.1	-0.2	-0.2	-0.8	-0.4	-0.9	-0.1	-3.7
CC1=C(C(=O)OCc2ccccc2)C(c2ccc(N3CCOCC3)cc2)NC(=O)N1 (configuration not stated)	-1.6	0.1	0.4	-2.2	-2.1	3.5	-1.0	1.5	0.2	-0.8	0.7
COc1ccc(-c2nc(-c3cccc(C(F)(F)F)c3)no2)cc1OC	3.7	-4.8	0.0	2.5	-1.9	1.5	-1.2	-0.8	0.7	-0.7	-8.1
NS(=O)(=O)c1ccc(CCNc2nc(C(F)(F)F)nc3ccccc23)cc1	-1.1	2.4	0.0	-15.0	4.3	-5.2	-1.9	0.6	-1.3	-4.5	-1.2
Cc1cccc(CSc2nc3ccncc3n2CC(=O)Nc2cc(C)cc(C)c2)c1	-1.9	3.9	-0.2	-8.4	0.8	0.5	-1.3	-0.4	-0.1	-3.1	2.7
O=C(NCc1ccccc1)Nc1cccn(Cc2ccccc2Cl)c1=O	-6.2	-3.4	-3.5	-5.1	0.1	-2.8	-1.4	-0.1	-1.2	-2.8	-0.4
Cc1ccc(S(=O)(=O)N2CCN(S(=O)(=O)c3ccc(C)cc3)C2)cc1	-3.2	1.2	0.4	-11.3	1.8	-0.1	-1.4	-1.6	-0.3	-2.2	2.7
COc1ccc(CCN(C)C2CCCN(C(=O)c3ccnn3C)C2)cc1OC (configuration not stated)	-1.4	2.1	-0.1	-1.3	1.3	0.5	-0.9	-0.5	1.3	0.5	-0.3

The last 3 compounds of the section above are carried over, then new ones follow.
SMILES	SMARCA2 activ	GC-A act	KLK7 zymogen act	sPLA2-III inh	GAA850 FXN act	hgDAF12 agonist	ssDAF12 agonist	DAX1 inh-1	DAX1 inh-2	hcDAF-12 act	NPR2 activator
O=C(NCc1ccccc1)Nc1cccn(Cc2ccccc2Cl)c1=O	-6.2	-3.4	-3.5	-5.1	0.1	-2.8	-1.4	-0.1	-1.2	-2.8	-0.4
Cc1ccc(S(=O)(=O)N2CCN(S(=O)(=O)c3ccc(C)cc3)C2)cc1	-3.2	1.2	0.4	-11.3	1.8	-0.1	-1.4	-1.6	-0.3	-2.2	2.7
COc1ccc(CCN(C)C2CCCN(C(=O)c3ccnn3C)C2)cc1OC (configuration not stated)	-1.4	2.1	-0.1	-1.3	1.3	0.5	-0.9	-0.5	1.3	0.5	-0.3
CC12CCC(C(=O)N(c3ccc(Cl)cc3)C1=O)C2(C)C (configuration not stated)	-4.6	-0.5	0.1	7.6	3.1	-2.1	-0.8	-0.2	-0.3	-2.2	-0.5
CC(C)c1ccc(-c2nc3c([nH]2)c(=O)n(C)c(=O)n3C)cc1	-1.1	5.9	-1.2	2.0	-1.2	0.8	-0.2	-0.3	0.8	4.4	-5.7
O=C(COc1ccc(NS(=O)(=O)c2ccc(F)cc2)cc1)N1CCOCC1	0.7	-2.3	0.0	2.2	-1.0	-2.7	-1.2	2.4	0.1	-0.6	-2.0
Cc1ccc(CN(C)Cc2cc(=O)oc3cc(C)c(Cl)cc23)cc1	0.3	-8.4	-0.8	6.9	0.8	-2.6	-0.8	1.4	0.4	0.1	-1.3
COC(=O)c1sccc1NC(=O)Nc1ccc(C)cc1C	0.5	-1.0	-0.1	0.8	1.9	0.8	-0.7	0.1	-0.7	-2.3	-3.6
CN(C1CCCCC1)S(=O)(=O)c1ccc(SCC(=O)C(C)(C)C)nc1	-0.6	-0.1	1.1	7.6	0.9	-1.8	-1.8	-0.6	-2.8	-0.6	1.0
CSC(SC)=C(C#N)C(=O)c1ccccc1	-0.5	4.4	-0.5	-1.3	5.3	-1.3	-1.4	0.6	-0.4	0.5	1.4
Cc1ccc(-c2csc(NC(=O)c3ccccc3Cl)c2C(=O)O)cc1	0.7	3.3	0.2	-7.9	5.3	3.6	-0.3	0.6	0.1	0.5	1.7
O=C(OCCN1CCOCC1)c1cccc(F)c1	0.6	-4.6	0.4	1.6	0.4	3.6	-0.2	1.5	0.2	-3.4	-0.6
COC(=O)c1cccc(NC(=O)Cc2ccsc2)c1	6.1	1.0	0.7	-0.4	1.0	-0.2	-1.2	0.4	-0.3	-0.8	-1.9
CN(C)CCNc1c2c(c(C#N)c3nc4ccccc4n13)CCCC2	-1.4	1.1	-0.1	5.2	-1.5	-0.4	-1.1	-0.8	-0.1	0.7	4.7
Cn1c(=O)c2c(nc(N3CCCCC3)n2C)n(C)c1=O	1.0	1.3	0.1	8.9	-0.7	1.1	-1.0	0.0	0.2	1.8	0.2
CS(=O)(=O)c1ccc(N2CCN(C3CC(=O)NC3=O)CC2)cc1 (configuration not stated)	-0.4	2.2	-0.2	5.9	-1.1	-3.0	-0.7	0.5	0.0	-1.7	2.8
CCc1ccc2oc(=O)cc(CN3CCN(CCO)CC3)c2c1	7.1	-2.2	0.2	8.6	0.7	-2.4	-1.5	2.4	0.6	0.1	1.6
Cc1ccn2c(=S)[nH]nc2c1	-0.4	2.5	2.5	13.8	-0.2	-0.8	-0.7	1.6	1.5	-1.4	1.0
Cc1ccc(Cn2cc(CN3CC(N4CCN(C)CC4)CS3(=O)=O)nn2)cc1 (configuration not stated)	-3.9	4.3	-0.5	2.6	.	-0.2	-1.0	.	1.4	2.2	6.1
COc1ccc(S(=O)(=O)NCc2nc3nc(C)cc(C)n3n2)cc1OC	-0.7	-1.1	0.3	-0.8	-0.3	-0.4	-0.3	2.0	1.1	-0.8	0.4
O=C(CNS(=O)(=O)c1ccccc1)NCC(=O)N1CCCCC1	-1.1	4.1	-0.1	5.3	0.9	-0.1	-1.1	-1.6	0.5	-0.7	4.5
O=C(NCc1cccnc1)c1ccc(NC(=O)c2cccc([N+](=O)[O-])c2)cc1	-2.0	-4.5	0.3	-3.7	0.4	-3.6	-2.3	-2.0	-6.4	-0.5	2.1
